Screens: PubChem, Sanford-Burnham Center for Chemical Genomics
AID2073 = disruptors of CaV2.2 binding to Mint1 – biochemical, HTRF (AID 2073); HTRF protein-protein interaction, Mint1-CaV2.2; higher % means a stronger effect; one-dose inhibition, % at 20 µM; IC50 in µM for titrated hits; hit rate 0.19% among 290,000; in the data active means inhibition mostly above about 51%, no sharp cut-off; further: some results filed as inactive read as strong as hits
HIV peptide binding = inhibitors of HIV fusion peptide binding, primary screen, biochemical, uHTS, fluorescence dequenching (AID 1986); hit rate 0.3% among 290,000; cell-free peptide binding, fluorescence dequenching, 30 min; higher % means a stronger effect; inhibition, % at 20 µM, or IC50 in µM where a hit was titrated; in the data active means inhibition mostly above about 52%, no sharp cut-off; inactive means mostly below about 76%; further: some results filed as inactive read as strong as hits
GPR35 antagonists = inhibition of zaprinast-stimulated GPR35 beta-arrestin translocation – imaging, U2OS, beta-arrestin-GFP, zaprinast agonist, primary screen (AID 2058) | hit rate 0.052% among 290,000 | one-dose inhibition, % at 10 µM; IC50 in µM for titrated hits | U2OS GPR35 beta-arrestin-GFP translocation imaging, zaprinast antagonism; higher % means a stronger effect;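 active means inhibition of at least 50% with at least 30 cells and total cytoplasm GFP at most 10,000,000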
NOD1 inhibition = NOD1 signaling inhibitors, primary screen, cell-based, luminescence, uHTS (AID 1578) | one-dose inhibition, % at 4 µM; EC50 in µM for titrated hits | hit rate 1% among 290,000 | NOD1-driven NF-kB luciferase reporter cells, luminescence; higher % means a stronger effect; in the data active means inhibition mostly above about 36%, no sharp cut-off; inactive means mostly below about 34%;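 further: HEK-293T reporter cells stimulated with the NOD1 agonist gamma-tri-DAP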
GPR55 antagonists = GPR55 antagonists blocking LPI-driven arrestin recruitment, primary screen, imaging, U2OS, beta-arrestin-GFP, LPI agonist (AID 2013) | hit rate 0.13% among 290,000 | inhibition, % at 10 µM, or IC50 in µM where a hit was titrated | U2OS GPR55 beta-arrestin-GFP translocation imaging, LPI antagonism; higher % means a stronger effect;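 active means spots per cell inhibited over 60%, with over 100 cells counted and total cytoplasm intensity under 500,000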;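 further: U2OS cells stably carrying GPR55 and arrestin-GFP stimulated by 5 µM LPI near EC80; imaged beta-arrestin-GFP aggregate spots per cell after agonist stimulation; plate controls were LPI-stimulated DMSO wells for no effect and DMSO wells without LPI for full effect; some results filed as inactive read as strong as hits; confirmed hits need IC50 under 10 µM and bright autofluorescent wells are also inconclusive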
SIAH1 antagonists = Siah-1 peptide-binding antagonists, primary screen, biochemical, fluorescence polarization, rhodamine-plectin, uHTS (AID 1817); hit rate 0.02% among 290,000; displacement, % at 20 µM, or IC50 in µM where a hit was titrated; Siah-1 / rhodamine-plectin peptide fluorescence polarization; higher % means a stronger effect;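 active means displacement of at least 50% at 20 µM, with a fluorescence ratio check between 0.3 and a set limit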;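 further: plate controls were Siah plus tracer with DMSO for no effect and tracer alone without Siah for full effect; strong numbers were not always called active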
GPR55 beta-arrestin = selective activators of receptor GPR55 – imaging, U2OS cells, beta-arrestin-GFP redistribution, primary screen (AID 1961). U2OS GPR55 beta-arrestin-GFP redistribution imaging; higher % means a stronger effect. activation, % at 10 µM, or EC50 in µM where a hit was titrated. hit rate 0.048% among 290,000;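 active means activation above 40% with more than 50 cells counted in the well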;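 further: U2OS osteosarcoma cells stably expressing GPR55 and beta-arrestin-GFP; plate controls were DMSO negative control for no effect and LPI positive control for full effect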
KOR beta-arrestin-1 = KOR agonists, beta-arrestin recruitment, primary screen, cell-based, luminescence, uHTS (AID 1777); KOR beta-arrestin recruitment, luminescence; higher % means a stronger effect; activation, % at 10 µM; hits with a dose series show EC50 in µM; hit rate 0.02% among 280,000; in the data active means activation above about 50%, passing the limit was not always enough; further: a part of the inactive calls stands beside numbers as strong as those of hits
KOR beta-arrestin-2 = KOR antagonists, beta-arrestin recruitment, cell-based, luminescence, uHTS (AID 1778). KOR beta-arrestin recruitment, luminescence, antagonist mode; higher % means a stronger effect. inhibition, % at 10 µM; hits with a dose series show IC50 in µM. hit rate 0.091% among 290,000; in the data active means inhibition above about 50%; further: strong numbers were not always called active
* = called active by the depositor; . = no result given; [ ] = another dose, or the depositor's remark.

NOD1 inhibition | GPR35 antagonists | AID2073 | SIAH1 antagonists | GPR55 antagonists | KOR beta-arrestin-1 | KOR beta-arrestin-2 | GPR55 beta-arrestin | HIV peptide binding | molecule
18% | 11% | -7% | 2% | 1% | 2.5% | 1% | -0.2% | 1.0% | O=C(NNC(=S)Nc1ccc(OC(F)F)cc1)c1cc2c(s1)CCCC2
67%* | 0% | -1% | 1% | 20% | . | -42%[20 µM] | 0.5% | -1.3% | O=C(NCCc1ccccc1)c1ccc2nccnc2c1
-19% | -3% | -8% | 5% | 2% | 1.6% | 11% | -0.7% | -1.6% | CCCCNC(=O)Cn1cnc2ccc(S(=O)(=O)N3CCC(C)CC3)cc2c1=O
-13% | 14% | 8% | -3% | 4% | 8.5% | 13% | -0.2% | -1.4% | O=C(NCc1cccnc1)C1CCCN(S(=O)(=O)c2ccccc2)C1 (configuration not stated)
-12% | 9% | 29% | -3% | 16% | -6.7% | -7% | -0.1% | 3.1% | COc1cccc(CN(C)C(=O)c2ccc3nccnc3c2)c1
-27% | -1% | 17% | 0% | 11% | -0.2% | -4% | -0.2% | 2.0% | CCOc1ccc(NC(=O)C2C3C=CC4(CN(C(C(=O)OC)C(C)C)C(=O)C24)O3)cc1 (configuration not stated)
-26% | 0% | 3% | 1% | -5% | 0.8% | -2% | -0.2% | -0.1% | Cc1nn(Cc2ccc(Cl)cc2Cl)c(C)c1NC(=O)Cn1nc([N+](=O)[O-])c(Cl)c1C
-19% | -5% | 1% | 9% | 7% | 1.3% | -30% | 0.3% | 0.6% | O=C(NN=C1CCCC1)c1ccc(O)cc1
-13% | 3% | -8% | 4% | 4% | -1.0% | 1% | -0.1% | 0.6% | CC1CCN(C(=O)NC(=O)c2ccc(Cl)cc2)CC1
-4% | -7% | -8% | -3% | 3% | -2.4% | 6% | -0.2% | -1.1% | Cn1c(C(=O)NC2CC2)cc(=O)n(C)c1=O
-20% | 1% | 0% | 0% | 6% | -5.3% | -2% | 0.4% | -2.2% | Cc1onc(-c2ccccc2)c1C(=O)n1cc(Br)cn1
-42% | 0% | 4% | 2% | 14% | -1.6% | 15% | 0.0% | 2.1% | COc1cc(/C=C/C(=O)O)cc(S(=O)(=O)NC2CC2)c1OC
-33% | 12% | 14% | 4% | 3% | 4.5% | -10% | 0.1% | 0.3% | COc1cccc(C2=NCCc3cc4c(cc32)OCO4)c1OC
-47% | 13% | 21% | -2% | -6% | -0.7% | -23% | -0.1% | 1.4% | Cc1cc(C)cc(OCCCn2ccnc2)c1
-34% | -14% | 39% | -5% | -1% | -2.0% | 24% | -0.1% | 55% | CCCSC1=N/C(=C\c2ccc([N+](=O)[O-])o2)C(=O)S1
-10% | -14% | 0% | 2% | -6% | 11% | -28% | 0.2% | 0.5% | CCC(=O)O/N=C(\N)c1ccc(Oc2cc(C)c(Cl)c(C)c2)c([N+](=O)[O-])c1

Overlap with the part before: 2 compounds, followed by the next part.
NOD1 inhibition | GPR35 antagonists | AID2073 | SIAH1 antagonists | GPR55 antagonists | KOR beta-arrestin-1 | KOR beta-arrestin-2 | GPR55 beta-arrestin | HIV peptide binding | molecule
-34% | -14% | 39% | -5% | -1% | -2.0% | 24% | -0.1% | 55% | CCCSC1=N/C(=C\c2ccc([N+](=O)[O-])o2)C(=O)S1
-10% | -14% | 0% | 2% | -6% | 11% | -28% | 0.2% | 0.5% | CCC(=O)O/N=C(\N)c1ccc(Oc2cc(C)c(Cl)c(C)c2)c([N+](=O)[O-])c1
-7% | 45% | 12% | -6% | 9% | -3.4% | -18% | -0.2% | -0.6% | COc1cc(C=O)ccc1OCc1ccc(Cl)nc1
-23% | -3% | 9% | -2% | -17% | 12% | -31% | -0.2% | -0.4% | CC(C)C1Nc2ccc(C(=O)N3CCN(c4ccccn4)CC3)cc2NC1=O (configuration not stated)
-2% | 2% | 5% | 1% | 21% | 0.3% | -33% | -0.1% | 1.2% | O=C(Nc1ccc(C(=O)N2CCCCC2)cc1)C1CCCCC1
-9% | -14% | 1% | 2% | 2% | 0.8% | -20% | 0.5% | 1.0% | O=C1C2C3C=CC(C3=C3CCCCC3)C2C(=O)N1c1ccccc1 (configuration not stated)
-7% | 15% | -6% | 0% | 10% | -1.8% | -2% | -0.1% | -1.5% | O=C(c1ccccc1)C1CCN(C(=O)C2CCC(=O)N(Cc3ccccc3F)C2)CC1 (configuration not stated)
-5% | 6% | -12% | 11% | 6% | 5.5% | -21% | -0.4% | 2.5% | COc1cc(NC(=O)CC(C)S(=O)(=O)c2cc3c(cc2C)NC(=O)CO3)cc(OC)c1OC (configuration not stated)
-4% | 3% | 8% | 4% | 7% | -2.8% | 15% | -0.1% | -0.6% | OC1CCCN(CC(O)COC(c2ccccc2)c2ccccc2)C1 (configuration not stated)
-46% | -4% | 3% | 2% | -4% | -0.9% | -28% | 0.2% | -3.0% | C=CCn1c(-c2ccccc2OCC)n[nH]c1=S
0% | -9% | 14% | -5% | -1% | -2.2% | 3% | 0.3% | -1.0% | COc1ccc(CC(=O)NC2CCCCCC2)c(OC)c1
-18% | -16% | 3% | 5% | -3% | 1.4% | 26% | 0.2% | 0.8% | Cn1ncc(C#N)c1NC(=O)C1CC(c2c(F)cccc2Cl)=NO1 (configuration not stated)
-21% | -14% | 0% | 2% | -1% | -1.5% | 4% | -0.1% | -1.2% | COc1ccc(/C=N/N2CCN(C)CC2)c(OC)c1OC
26% | 9% | 8% | 4% | 0% | 7.3% | -26% | -0.1% | 0.4% | CC(=O)N1CCOc2ccc(S(=O)(=O)N3CCN(c4cc(C)ccc4C)CC3)cc21
-14% | 3% | 3% | -3% | -9% | 4.8% | -45% | 0.3% | -0.9% | CCN(CC(=O)Nc1cccc(OC)c1)C(=O)c1ccc(C)s1
3% | -6% | 10% | 3% | 22% | 6.2% | -27% | 0.3% | 1.0% | Cc1nn(C)cc1NC(=O)CC12CC3CC(CC(C3)C1)C2
-10% | 10% | 28% | 5% | 15% | -1.5% | -4% | -0.1% | 0.5% | O=C(O)CC(SCC(=O)Nc1ccccc1)C(=O)O (configuration not stated)
-10% | -9% | -9% | -1% | -3% | -3.1% | -14% | -0.1% | -3.0% | CCOc1ccc(N=C2C(=O)Nc3ccc(C)c(Br)c32)cc1
18% | 1% | -8% | -4% | 10% | -1.4% | -24% | 0.0% | -1.3% | Cc1ccc2nsnc2c1S(=O)(=O)NCc1cccnc1
-39% | 12% | 5% | 12% | 13% | 0.8% | 11% | 0.0% | 0.7% | CN1CCN(NC(=O)Nc2cccc(F)c2)CC1
-16% | -12% | -2% | 10% | -4% | -4.3% | 31% | 0.0% | -1.3% | CC(=O)NC(=S)Nc1cccc([N+](=O)[O-])c1
38% | -16% | -7% | 3% | 23% | 3.7% | -2% | 0.2% | -2.1% | CC1CC(C)(C)N(C(=O)CSc2ccc(-c3ccc(F)cc3)nn2)c2ccccc21 (configuration not stated)
-24% | -1% | -2% | 1% | -12% | 2.0% | -28% | 0.3% | -0.6% | O=C(CC1CCCCC1)NC1CCCC1
-28% | 20% | 26% | -1% | -24% | 15% | -172% | 0.1% | 1.9% | CCn1c2ccccc2c2cc(NC(=O)c3cc(OC)cc(OC)c3)ccc21
-20% | 26% | -6% | 5% | -4% | 0.4% | -27% | -0.1% | 3.1% | COC(=O)c1sc(N)c(C(=O)OC)c1CSc1nnc(-c2ccccc2Cl)n1C
-3% | -4% | 12% | 2% | -5% | 5.0% | -2% | -0.1% | -0.5% | Cc1ccnc(N/C=C(/NC(=O)c2ccccc2)C(=O)N/N=C\c2ccc(Cl)cc2)n1
16% | 6% | 4% | -2% | -7% | -1.7% | -12% | -0.2% | -0.2% | COc1ccc(NS(=O)(=O)c2cccc(C(=O)NCC(c3ccc(F)cc3)N3CCOCC3)c2)cc1 (configuration not stated)
0% | -1% | -7% | 5% | -6% | -2.1% | -9% | 0.1% | 0.8% | CCCC(CCC)C(=O)NCCN1CCOCC1
-10% | -8% | 2% | 0% | 10% | -3.4% | 17% | 0.6% | 5.0% | CC1Cc2ccccc2N1C(=O)CSc1nnc(NC(=O)Cc2cccs2)s1 (configuration not stated)
-3% | 10% | 0% | -9% | 9% | 0.4% | -20% | 0.5% | 4.3% | COc1ccccc1NC(C#N)c1ccccc1OCc1ccccc1 (configuration not stated)
-20% | -13% | 28% | 5% | 6% | -6.6% | -57%[20 µM] | -0.1% | -1.1% | O=S(=O)(c1ccc2c(c1)OCCO2)N1CCN(c2nc(-c3cccnc3)nc3ccccc23)CC1
-33% | 4% | 1% | 21% | 5% | -1.7% | -31% | -0.2% | 2.9% | Cc1cc(=O)c2ccc(Cl)cc2[nH]1
-26% | -4% | 6% | -1% | 5% | -2.1% | -1%[20 µM] | 0.2% | 0.6% | COC(=O)c1ccc(NC(=O)CCOc2ccccc2)cc1
-14% | -10% | 10% | 6% | -1% | -3.7% | 0% | 0.0% | 3.1% | CCN(CC)S(=O)(=O)c1ccc(C(=O)NCCCN=C2NS(=O)(=O)c3ccccc32)cc1
10% | 8% | -12% | -5% | 3% | 5.7% | -16% | 0.3% | -2.4% | CCCN(CCC)CCCNC(=S)Nc1ccc2nc(N3CCN(CC)CC3)cc(C)c2c1
-3% | -1% | 0% | 4% | 6% | 1.5% | 23% | -0.3% | -1.1% | Nc1ccc(Cl)c(S(=O)(=O)Nc2ccc(Cl)cc2)c1
-5% | -7% | 11% | 1% | 18% | 4.4% | 2% | -0.1% | -0.7% | COc1cc(NC(=O)c2ccnnc2)cc(C(=O)Nc2cccc(C(F)(F)F)c2)c1
-21% | 2% | 8% | 2% | 3% | 0.7% | 11% | -0.2% | -0.9% | O=C(NCc1nnc2c(C(F)(F)F)cc(Cl)cn12)c1ccc(Br)o1
-20% | 0% | 7% | 1% | 0% | . | -13%[20 µM] | 0.2% | 0.4% | Cc1cc(C)n(-c2ccc(F)cc2CN2CCN(C3CCCC3)C(CCO)C2)n1 (configuration not stated)
27% | 10% | 13% | 3% | -5% | -2.6% | -38% | -0.3% | 40% | COc1ccc(Nc2nc(-c3cccnc3)nc3ccccc23)cn1
-19% | 18% | 23% | 3% | 16% | -1.5% | 7% | -0.1% | 24% | O=C(O)CSc1c2c(nc3cc(C(=O)Nc4cccc(C(F)(F)F)c4)ccc13)CCC2
-7% | -9% | -3% | 2% | -1% | -3.8% | 4% | -0.1% | -1.3% | COc1cc(NC(=O)c2ccc(C)cc2)c(OC)cc1NC(=O)CN1CCOCC1
36% | -2% | 5% | -1% | 3% | -2.5% | 8% | -0.1% | -0.7% | CC1(C(=O)NC2CCCC2)CCC(=O)N1CCC1=CCCCC1 (configuration not stated)
1% | 13% | -3% | 4% | 3% | -4.0% | 10% | 0.3% | 3.4% | O=C(Cn1cnc2ccccc2c1=O)N(Cc1ccco1)c1ccc(O)cc1
-50% | 2% | -5% | 6% | -5% | -1.5% | 11% | -0.4% | 1.9% | Cc1ccc([N+](=O)[O-])cc1NC(=O)c1ccccc1
-8% | 5% | 15% | -5% | 5% | -4.6% | 22% | -0.1% | -2.0% | CC(C)(C)C(=O)Nc1ccc(S(=O)(=O)Nc2nccs2)cc1

This is a subset. The share of hits here may be higher or lower than overall.
